From PubChem BioAssay
TbMetRS inhib – blocks T. brucei methionyl-tRNA synthetase activity. purified T. brucei MetRS, ATP depletion, Kinase-Glo luminescence. inhibition, % at 11.9 µM. hit rate 0.4% among 360,000. AID 624268;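 active = inhibition above a per-plate cutoff of the control wells' mean inhibition plus 3 SD, cut at about 5.5% in these data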;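 also: 0% = DMSO wells median and 100% = median of wells with control inhibitor compound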
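Assay system: T. brucei methionyl-tRNA synthetase, purified | Medium: HEPES buffer with MgCl2, KCl, DTT, spermine, BSA, pyrophosphatase | Compound: 11.9 µM single point | Incubation: 15 min enzyme-compound preincubation, 2 h reaction, 10 min detection, 25 °C | Measured by: Kinase-Glo luciferase luminescence reporting remaining unconsumed ATP | Measure: % inhibition normalized to control-well medians | Replication: Singlicate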
DNMT1 inh – DNMT1 (human) enzyme inhibition | DNMT1 molecular beacon, Hinp1I cleavage, fluorescence | inhibition (reported as % activation of signal), % at 10 µM | hit rate 0.83% among 360,000; in the data active = inhibition above about 50%
Target sequence (P26358 504-1616 limits assumed): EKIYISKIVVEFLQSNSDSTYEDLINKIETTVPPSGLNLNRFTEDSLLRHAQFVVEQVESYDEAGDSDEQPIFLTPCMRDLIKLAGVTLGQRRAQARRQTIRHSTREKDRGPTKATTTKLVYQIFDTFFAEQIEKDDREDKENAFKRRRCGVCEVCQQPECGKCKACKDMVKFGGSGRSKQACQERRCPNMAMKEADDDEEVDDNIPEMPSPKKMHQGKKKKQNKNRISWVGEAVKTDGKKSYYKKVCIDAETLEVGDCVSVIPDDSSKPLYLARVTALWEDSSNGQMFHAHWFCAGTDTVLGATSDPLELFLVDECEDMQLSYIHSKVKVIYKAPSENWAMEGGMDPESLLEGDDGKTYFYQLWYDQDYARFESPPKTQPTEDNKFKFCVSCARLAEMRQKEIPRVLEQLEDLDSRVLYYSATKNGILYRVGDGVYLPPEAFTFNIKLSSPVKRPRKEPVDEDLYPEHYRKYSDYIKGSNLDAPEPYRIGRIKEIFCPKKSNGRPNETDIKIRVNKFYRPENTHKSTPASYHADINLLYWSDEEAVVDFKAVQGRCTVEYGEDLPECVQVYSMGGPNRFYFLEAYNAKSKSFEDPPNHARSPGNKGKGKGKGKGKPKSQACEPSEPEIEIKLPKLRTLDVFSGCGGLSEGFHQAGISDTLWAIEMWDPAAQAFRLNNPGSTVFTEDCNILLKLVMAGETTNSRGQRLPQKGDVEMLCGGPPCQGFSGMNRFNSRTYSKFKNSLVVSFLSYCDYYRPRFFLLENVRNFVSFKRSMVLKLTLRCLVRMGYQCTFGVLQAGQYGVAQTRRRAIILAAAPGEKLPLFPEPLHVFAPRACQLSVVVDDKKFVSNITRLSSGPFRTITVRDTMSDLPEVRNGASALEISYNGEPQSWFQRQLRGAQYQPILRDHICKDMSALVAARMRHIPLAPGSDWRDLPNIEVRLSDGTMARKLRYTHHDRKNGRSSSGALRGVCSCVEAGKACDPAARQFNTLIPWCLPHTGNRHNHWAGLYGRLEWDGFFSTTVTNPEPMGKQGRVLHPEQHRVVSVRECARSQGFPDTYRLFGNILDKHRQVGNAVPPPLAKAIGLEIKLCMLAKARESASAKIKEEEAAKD
Scp1 inh – blocks human Scp-1 phosphatase activity. Q9GZU7. Recombinant Scp1, phosphopeptide, malachite green phosphate absorbance. inhibition, % at 20 µM. hit rate 0.88% among 340,000. AID 493091;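 active = inhibition above about 50% at 20 µM, limit read from the data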;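 also: plate controls were DMSO wells with enzyme for no effect and wells lacking enzyme for full effect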
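Material: truncated SCP-1 phosphatase (76-261aa) / Buffer or medium: 50 mM Tris acetate pH 5.5, 0.005% Tween-20, 10 mM MgCl2 / Compound dosing: one concentration, 20 µM, with 1.0% DMSO / Incubation: 45 min room-temperature reaction, 5 min colour, 30 min stabiliser / Detection: colorimetric free-phosphate detection, absorbance 630 nm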
SKN-1 block – blocks SKN-1 activity in C. elegans; inhibition, % at 21.8 µM; C. elegans VP596 Pgst-4::GFP/RFP ratio, acrylamide-induced, 24 h; hit rate 0.49% among 360,000; AID 624304;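 active = interference check ratio from 0.5 to 1.5 plus GFP to RFP signal ratio inhibition reaching or exceeding a fixed threshold, cut at about 30% in these data, passing the limit was not always enough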; also: some compounds called inactive have numbers as strong as hits
SUMO1 PPI mod – alters human SUMO1 binding to SIM partners; P63165; SUMO1 binding to a labelled peptide, TR-FRET, 1 h; inhibition, % at 20 µM; hit rate 0.33% among 360,000; in the data active = inhibition above about 37%
LMPTP inh – blocks human LMPTP phosphatase; P24666; recombinant LMPTP-A, OMFP fluorogenic substrate, fluorescence intensity; inhibition, % at 20 µM; hit rate 0.22% among 360,000;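 active = compounds that cut the enzyme signal by at least half of the control window in the single-dose screen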;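 also: plate controls were DMSO wells with enzyme plus substrate for no effect and substrate without enzyme for full effect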
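material = LMPTP-A | quantity = 0.625 nM enzyme | reagent = OMFP substrate, 400 µM final | buffer or medium = Bis-Tris pH 6.0, DTT, detergent | detection = endpoint fluorescence intensity from OMFP dephosphorylation | dosing = single 20 µM dose | read-out basis = % inhibition relative to no-enzyme and uninhibited control wells | control set = no-enzyme and uninhibited controls | timing = 50 min at room temperature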
STEP block – blocks human striatal-enriched tyrosine phosphatase; recombinant STEP, OMFP fluorogenic substrate, fluorescence; inhibition, % at 20 µM; hit rate 0.25% among 360,000;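 active = inhibition at 20 µM, scaled per plate between control wells, above about 37%, limit read from the data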;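 also: 0% = DMSO with enzyme and substrate and 100% = substrate only without enzyme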
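medium = Bis-Tris buffer pH 6.0, 2.5 mM DTT, 0.005% Tween 20 | test system = STEP (striatal-enriched tyrosine phosphatase) enzyme, cell-free | measure = normalized % inhibition | compound dosing = 20 µM, 1% DMSO | also added = 25 µM OMFP | schedule = reaction 20 min, ambient temperature | measured by = fluorescence read at 480 nm ex / 540 nm em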
NadD block – blocks S. aureus nicotinate mononucleotide adenylyltransferase; purified NadD enzyme, colorimetric absorbance read-out; hit rate 0.78% among 360,000; inhibition, % at 20 µM; AID 602399; in the data active = inhibition above about 26%; also: some compounds past the cut are filed as inactive
NRP1-CendR mod – modulators of CendR peptide binding to human neuropilin-1; O14786; FAM-RPARPAR peptide binding to NRP-1, fluorescence polarization; inhibition, % at 25 µM; hit rate 0.85% among 360,000;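 active = inhibition or corrected inhibition above about 18%, plus a signal ratio from 0.5 to 1.5, limit read from the data, passing the limit was not always enough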; also: strong numbers were not always called active
Neddylation inh – cullin neddylation inhibition | TR-FRET cullin neddylation, biochemical | P61081+Q13564 | calls only at 25 µM | hit rate 0.58% among 360,000; in the data active = inhibition above about 36%
* marks the source's active call; other numbers are inactive results; i = inactive; . = not tested or not shown.

| molecule | TbMetRS inhib | DNMT1 inh | Scp1 inh | SKN-1 block | SUMO1 PPI mod | LMPTP inh | STEP block | NadD block | NRP1-CendR mod | Neddylation inh |
| --- | --- | --- | --- | --- | --- | --- | --- | --- | --- | --- |
| CCCCCC(=O)Nc1cccc2ccccc12 | -1.1 | -6 | -4 | 2 | -3 | 0.5 | -1 | -6 | 4 | i |
| Cc1ccccc1NC(=O)c1ccccc1-c1ccccc1 | 0.1 | -6 | -6 | 17 | 2 | -1.4 | -2 | -5 | 4 | i |
| O=C1CC/C=C\C[C@@H](CC(=O)N(CCO)Cc2ccccc2)C(=O)N2CCC[C@H]2CO1 | 0.3 | 4 | -2 | -7 | 5 | -0.5 | -1 | 0 | -12 | i |
| CC(=O)Nc1ccc(NS(=O)(=O)c2cc([N+](=O)[O-])ccc2C)cc1 | -0.5 | -1 | -4 | -10 | -20 | -0.4 | 0 | -3 | 6 | i |
| OCCC1CN(Cc2cccc3nonc23)CCN1Cc1ccsc1 (stereo unspecified) | -0.6 | 2 | -12 | -2 | -19 | -1.3 | 2 | -6 | -18 | i |
| Nc1ccccc1SC(C[N+](=O)[O-])c1ccccc1 (stereo unspecified) | -0.6 | -8 | 3 | 12 | -5 | -0.9 | 1 | 17 | 4 | i |
| CSc1nnc(CNC(=O)c2ccccc2)n1-c1ccc(F)cc1 | 0.0 | 0 | -9 | -7 | -1 | -0.3 | -3 | 6 | -1 | i |
| COc1ccc(C(=O)Cn2c(C(=O)/C=C/c3ccccc3)nc3ccccc32)cc1 | -3.2 | 1 | 5 | 10 | -2 | 0.9 | 2 | 7 | 1 | i |
| Cc1ccc(-c2ccc(/C=C(\C#N)C(N)=S)n2C)cc1 | 0.9 | -1 | -3 | 6 | -23 | 0.9 | 2 | 5 | 3 | i |
| Cc1noc(NS(=O)(=O)c2ccc(NC(=O)c3ccc(Cl)c(S(=O)(=O)N(C)c4ccccc4)c3)cc2)c1C | -0.3 | 0 | -6 | 6 | 22 | 0.8 | 2 | 14 | -10 | i |
| S=C1CCC(c2ccc(Br)cc2)=NN1c1ccccc1 | 0.0 | -3 | -16 | 5 | -1 | 2.1 | 1 | -9 | 4 | i |
| COC(=O)CSc1nnc(-c2ccc(NS(=O)(=O)c3ccccc3)cc2)o1 | -0.9 | -1 | -13 | 32 | 2 | 0.1 | 0 | -6 | -14 | i |
| Cc1cccc(C)c1OCCNC(=O)OCc1ccccc1 | 0.1 | -1 | -13 | -17 | 4 | 1.6 | -1 | 0 | 4 | i |
| O=S(=O)(NCC1OCCc2ccccc21)c1ccccc1 (stereo unspecified) | -0.3 | -1 | -6 | 6 | 9 | -1.2 | 2 | -1 | -10 | i |
| CC(=O)NC(Cc1ccccc1)C(=O)OCC(=O)c1ccc(F)cc1 (stereo unspecified) | 1.3 | 12 | -7 | 9 | 0 | -0.2 | 2 | -5 | -2 | i |
| CC(C)C[C@H](NC(=O)c1nc[nH]c1C(=O)NC1CCNCC1)C(=O)OC(C)(C)C | -0.2 | 5 | -1 | -1 | 3 | -2.6 | -3 | 0 | 10 | i |
| COc1ccccc1C(C(C(=O)c1ccccc1)N1CCOCC1)N1CCOCC1 (stereo unspecified) | -0.1 | 0 | -15 | 10 | 7 | -0.1 | 0 | 4 | 7 | i |
| Cc1cc(C(=O)NCCCN2CC(C)CC(C)C2)n(-c2ccccc2)n1 (stereo unspecified) | -0.4 | 0 | -7 | -13 | 1 | -1.8 | -2 | -3 | -1 | i |
| Cc1ccc2nc(SCC(=O)c3ccccc3)nc(=O)n2c1 | -0.5 | 2 | -8 | 1 | -13 | -0.4 | 1 | 1 | -3 | i |
| CC(=O)Nc1sc(C)c(C)c1C(=O)OC(C)C | -0.9 | -1 | -5 | 7 | 0 | -0.6 | 3 | -1 | -6 | i |
| O=C(Cn1ncc2c(=O)oc3ccccc3c21)N(Cc1ccco1)C1CCCCC1 | -0.1 | 1 | -12 | 4 | 4 | 0.0 | -2 | 3 | -7 | i |
| CN(N=C(c1ccccc1)c1ccccc1)c1ccccc1 | -0.1 | 1 | -13 | -4 | 5 | 1.2 | 4 | 1 | -8 | i |
| COc1ccc(CNC(=O)N[C@@H](CC(C)C)C(=O)O)cc1OC | 0.6 | 0 | -11 | 0 | 4 | -0.6 | 0 | 0 | -1 | i |
| O=C(c1ccc2oc(Cc3ccc(Cl)cc3)nc2c1)N1CCCCC1CCO (stereo unspecified) | -0.4 | -1 | -9 | 5 | -3 | 0.3 | -3 | -4 | -6 | i |
| Cc1nn(C)cc1C(C(=O)NC1CCCCC1)N(Cc1ccc(F)cc1)C(=O)c1cnccn1 (stereo unspecified) | -1.8 | 7 | 3 | 0 | -3 | 3.8 | 0 | 1 | -9 | i |
| CCCOc1ccc(/C=C/C(=O)Nc2ccc([N+](=O)[O-])cc2)cc1 | -0.2 | -2 | 3 | 19 | -5 | 4.0 | 2 | 0 | 6 | i |
| COc1ccc(-c2[nH]ncc2CN2CCCO2)c(F)c1 | -0.5 | 2 | -2 | -8 | 1 | -1.5 | 0 | -4 | -2 | i |
| CCN(C(=O)CSc1nccc(=O)[nH]1)c1cccc2ccccc12 | -0.2 | 0 | -6 | 21 | -3 | -0.5 | 0 | -6 | 2 | i |
| COc1ccc(C)cc1NC(=O)c1ccc(S(=O)(=O)N2CCCCC2)cc1 | -0.2 | 3 | -8 | 8 | -6 | 1.1 | 2 | 3 | 5 | i |
| Cc1csc2nc(CNC(=O)c3ccco3)cn12 | -0.7 | 5 | 1 | -14 | 0 | 0.2 | -4 | 1 | -4 | i |
| COc1cccc(CNC(=O)c2cccnc2Sc2ccccc2)c1 | 0.1 | 1 | -5 | 18 | 4 | -0.2 | 0 | 3 | 2 | i |
| O=C(/C=C/c1cccc(F)c1)OCC(=O)N1CCCc2ccccc21 | 0.0 | 1 | -9 | 1 | -14 | 0.8 | 0 | -10 | 0 | i |
| CN1CCC[C@H]1CCNC(=O)c1c(-c2ccsc2)sc2ccccc12 | -0.4 | -3 | 11 | 7 | -5 | 0.0 | 1 | -6 | 0 | i |
| COc1ccccc1NS(=O)(=O)c1cccc2nsnc12 | 1.1 | 2 | -10 | -13 | -29 | -0.8 | -2 | -4 | -4 | i |
| COc1ccc(S(=O)(=O)NCCSc2ccc(Cl)cc2)cc1OC | -0.6 | 1 | -14 | -3 | 0 | 0.2 | 0 | -1 | -4 | i |
| Oc1ccccc1Nc1nc(NCC2CCCO2)c2ccccc2n1 (stereo unspecified) | 1.0 | -7 | -2 | 1 | 3 | 27 | 1 | -7 | 7 | i |
| C/C(=N\O)c1c(C)c2ccccc2n1C | -0.8 | -8 | -4 | -6 | -2 | -0.3 | -3 | -8 | 9 | i |
| C/C(=N\NC(=S)NCc1ccccc1)c1ccc(Cl)cc1 | -1.2 | 6 | 4 | -25 | -1 | 0.7 | 0 | -1 | 20 | i |
| Cc1cc(C)c(NC(=O)c2oc3ccccc3c2COc2ccccc2)c(C)c1 | -0.1 | -3 | -8 | 9 | -1 | 5.4 | 3 | -3 | 3 | i |
| Cc1ccc(N2/C(=N/c3nc(C)cc(C)n3)NC(=O)CC2C(=O)O)cc1 (stereo unspecified) | -0.1 | 3 | -7 | -2 | 1 | -1.5 | -3 | 1 | -7 | i |
| Cc1ccc(OCC(=O)N(C)CC(=O)Nc2cccc(F)c2)cc1 | 0.3 | 0 | 4 | -8 | 2 | 0.3 | -3 | -10 | 12 | i |
| COc1ccc(N(CC(=O)O)S(=O)(=O)c2ccccc2[N+](=O)[O-])c(OC)c1 | 0.1 | 5 | 4 | -2 | -5 | 0.5 | -2 | 2 | 0 | i |
| CC(Sc1nnc(Nc2ccccc2F)s1)C(=O)NC1CC1 (stereo unspecified) | -0.1 | 1 | -3 | 8 | -7 | -1.6 | 2 | 2 | 6 | i |
| CCOC(=O)c1nn(-c2ccccc2C)c(=O)cc1OCC(=O)N1CCN(c2ccccc2)CC1 | -0.4 | 2 | 4 | 14 | 2 | -0.2 | -1 | -7 | -2 | i |
| O=C(NC1CCCc2c1cnn2-c1ccc(F)cc1F)c1ccccn1 (stereo unspecified) | -0.4 | -2 | -2 | 7 | 1 | -1.3 | -2 | -3 | -3 | i |
| CC1(C)CC(=O)C(C(C2=C(O)CC(C)(C)CC2=O)c2ccc(Cl)c([N+](=O)[O-])c2)C(=O)C1 (stereo unspecified) | -0.8 | 5 | -3 | -7 | 2 | -2.2 | -2 | -8 | 15 | i |
| COc1cc(/C=C2\CCC/C(=C\c3ccc(O)c(OC)c3)C2=O)ccc1O | -0.4 | -8 | -13 | 6 | -10 | 3.1 | -4 | 0 | -20 | i |
| Cc1occc1C(=O)Nc1ccccc1NC(=O)c1ccoc1C | -0.9 | 27 | 6 | 1 | 1 | 2.2 | -2 | 2 | -74 | i |
| Cc1c(N)cc2c(c1N)C(C)(C)CC2(C)C | -0.2 | -7 | -2 | 8 | 2 | -0.7 | 0 | 4 | -5 | i |
| CC(=O)Nc1ccc(NC(=O)C(C)n2nc([N+](=O)[O-])c(Br)c2C)cc1 (stereo unspecified) | 0.3 | -3 | -7 | 4 | -12 | -1.4 | 1 | 7 | 0 | i |
| CCC(Sc1nc(-c2ccccc2)c(-c2ccccc2)[nH]1)C(=O)O (stereo unspecified) | -0.9 | -1 | -7 | -2 | 6 | 0.5 | 0 | -5 | -2 | . |
| Cc1csc(=O)n1CCC(=O)N(C)Cc1c(F)cccc1Cl | -0.1 | 1 | -7 | 5 | 2 | -2.3 | 2 | 2 | 2 | i |
| CCCS(=O)(=O)C/C(N)=N/OC(=O)c1ccccc1Cl | -0.5 | -6 | -6 | 14 | 4 | -1.3 | 1 | -4 | 4 | i |
| CCSc1nnc(NC(=O)c2ccc(S(=O)(=O)N(C)C)cc2)s1 | 0.0 | 4 | -5 | 9 | 4 | -1.5 | 0 | -1 | -4 | i |
| COc1ccc(CCC(=O)NCC2CCCCC2)cc1OC | -0.6 | 1 | -1 | -18 | 4 | -0.1 | -2 | -9 | 7 | i |
| Cc1cc(NC(=O)c2cccs2)ncc1NC(=O)C(C)C | -0.7 | 2 | 0 | 20 | 0 | -1.3 | 0 | 0 | -5 | i |
